Runt-SMMHC FRET – Runt domain-CBFb-SMMHC interaction inhibition; Q01196+Q13951; Cerulean-Runt/Venus-CBFb-SMMHC FRET ratio 530/480, 1 h; inhibition, % at 20 µM; hit rate 0.74% among 220,000;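 active = mean inhibition across duplicate retests at 20 µM reaching about 50%, limit read from the data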;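 also: 0% = DMSO wells and 100% = wells with excess untagged CBFb-SMMHC; inhibitors lower the FRET ratio by blocking Runt binding to CBFb-SMMHC; some results filed as inactive read as strong as hits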
EP2 modulator – EP2 receptor (human) modulation; EP2-expressing cells, cAMP HTRF FRET, PGE2 co-stimulation; hit rate 0.83% among 260,000; induction, % at 25 µM; P43116;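 active = compounds whose cAMP rise, as percent of the full-agonist control response, exceeds 60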;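 also: rat C6 glioma line stably carrying human EP2 under a CMV promoter; the protocol text gives 20 µM as final concentration; 100% = response of wells given 1 µM PGE2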
Target sequence (P43116 whole entry, looked up): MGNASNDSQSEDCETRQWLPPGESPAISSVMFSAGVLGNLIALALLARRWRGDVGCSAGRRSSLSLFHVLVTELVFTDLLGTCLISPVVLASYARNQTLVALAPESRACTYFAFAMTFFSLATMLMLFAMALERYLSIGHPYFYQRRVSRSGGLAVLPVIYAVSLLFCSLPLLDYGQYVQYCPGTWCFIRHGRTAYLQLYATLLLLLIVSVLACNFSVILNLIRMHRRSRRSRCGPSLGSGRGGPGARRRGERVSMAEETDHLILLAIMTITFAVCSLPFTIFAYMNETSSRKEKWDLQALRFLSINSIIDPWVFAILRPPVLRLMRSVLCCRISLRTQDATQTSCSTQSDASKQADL
RBBP9 inhibitor – blocks human serine hydrolase RBBP9; recombinant RBBP9, FP-Rh probe fluorescence polarization; inhibition, % at 7.94 µM; hit rate 0.2% among 220,000; AID 1515;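 active = inhibition above the campaign mean of all tested compounds plus 3 SD, cut at about 14% in these data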;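 also: plate controls were DMSO wells with RBBP9 for no effect and wells lacking RBBP9 protein for full effect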
Target sequence (O75884 whole entry, looked up): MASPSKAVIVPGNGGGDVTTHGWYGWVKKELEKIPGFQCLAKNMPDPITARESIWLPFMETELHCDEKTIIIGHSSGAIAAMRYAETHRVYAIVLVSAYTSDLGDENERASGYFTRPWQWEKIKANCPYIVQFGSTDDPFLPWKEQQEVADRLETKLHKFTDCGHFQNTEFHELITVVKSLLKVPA
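Test system: recombinant human RBBP9. Quantity: 2.5 µM RBBP9 dispensing solution, before mixing. Detection: FP readout at 525/598 nm. Reagent: Serine-hydrolase probe FP-Rh, 375 nM pre-mixing. Measure: % inhibition. Control set: DMSO-treated enzyme wells and wells lacking RBBP9. Buffer or medium: Tris-NaCl-Pluronic buffer, pH 8.0. Times: preincubation 30 min plus labeling 45 min at 25 °C.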
Runt-CBFb FRET – blocks binding of human RUNX1 Runt domain to CBFb; Cerulean-Runt/Venus-CBFb FRET ratio 530/480, 1 h; inhibition, % at 20 µM; hit rate 0.46% among 220,000; Q01196+Q13951;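 active = inhibition over about 50% at 20 µM in the single-dose screen, limit read from the data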;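 also: 0% = DMSO wells and 100% = excess unlabeled CBFb competitor control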
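Schedule: protein complex preformed 1 h, compound exposure 1 h, room temperature, dark; test system: Cerulean-labeled Runt domain protein; amount: 100 nM per protein; buffer or medium: Tris 50 mM pH 7.5, KCl, K2SO4, 0.01% BSA; read-out: loss of energy transfer signal; detection: FRET fluorescence; controls: 5 µM unlabeled CBFb as full-inhibition high control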
EP2 antag – inhibitors of human EP2 prostaglandin E2 receptor. C6 glioma cells expressing human EP2, cAMP TR-FRET; cells stimulated with saturating PGE2. hit rate 0.52% among 260,000. AID 1422. inhibition, % at 25 µM;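 active = percent inhibition above 40 after rounding to a whole number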;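 also: rat C6 glioma host cells with rolipram phosphodiesterase inhibitor present; the protocol text gives 20 µM as final concentration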
zVAD death inh – L929 zVAD cell death inhibition; hit rate 0.38% among 220,000; L929 zVAD necroptosis rescue, ATP luminescence, 24 h; with zVAD 60 µM; viability rescue, % at 10 µM; AID 1377;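 active = activation, scaled between plate controls, above about 75%, limit read from the data; inactive = activation under that limit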;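 also: 0% = zVAD with DMSO and 100% = DMSO alone without zVAD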
Hck Nef HTS – inhibitors of human Hck kinase activated by Nef; P08631; Recombinant Hck-YEEI plus Nef, Z-Lyte FRET kinase assay; inhibition, % at 20 µM; hit rate 0.68% among 220,000; AID 463187;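 active = Hck-Nef kinase inhibition above about 50%, limit read from the data; inactive = inhibition below that limit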;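 also: 0% = DMSO with Hck plus Nef and 100% = Hck alone without Nef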
Target sequence (P08631 whole entry, looked up): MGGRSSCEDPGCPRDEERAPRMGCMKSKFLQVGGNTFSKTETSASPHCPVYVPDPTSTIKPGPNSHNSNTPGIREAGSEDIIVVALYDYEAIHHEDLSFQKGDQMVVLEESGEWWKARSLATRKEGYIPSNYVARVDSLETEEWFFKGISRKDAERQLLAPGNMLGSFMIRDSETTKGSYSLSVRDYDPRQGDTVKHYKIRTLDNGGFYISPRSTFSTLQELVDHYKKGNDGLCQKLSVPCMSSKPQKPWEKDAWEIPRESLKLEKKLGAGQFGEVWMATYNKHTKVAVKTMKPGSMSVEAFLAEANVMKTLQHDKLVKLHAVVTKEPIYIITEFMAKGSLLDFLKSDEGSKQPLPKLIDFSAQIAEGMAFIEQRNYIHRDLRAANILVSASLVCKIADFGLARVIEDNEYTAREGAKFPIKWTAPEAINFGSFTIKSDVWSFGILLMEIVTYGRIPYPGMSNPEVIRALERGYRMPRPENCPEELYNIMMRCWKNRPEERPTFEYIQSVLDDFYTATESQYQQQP
PERK inhibitor – human PERK inhibition, primary cell-based screen | Q9NZJ5 | CHO PERK-DD fusion, SEAP luminescence translation reporter | inhibition, % at 5.6 µM | hit rate 0.17% among 220,000;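 active = inhibition above the mean inhibition of all tested compounds plus 3 SD, set separately per screening campaign, cut at about 2.9% in these data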;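 also: PERK kinase domain activated by AP20187 dimerizer at 100 nM; 0% = DMSO with dimerizer and 100% = rapamycin at 8.4 µM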
TNF necrop inh – TNF-alpha cell death inhibition in Jurkat FADD-/- cells; Jurkat FADD-/- TNF necroptosis rescue, ATP luminescence, 24 h; 0 = TNF only, 100 = no-TNF cells; activation (protection from cell death), % at 10 µM; hit rate 0.068% among 220,000;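 active = activation, meaning protection from cell death, of at least 50% relative to plate controls; inactive = activation below 50%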;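 also: necroptosis triggered by 40 ng/mL TNF-alpha added together with compound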
* hit, by the source's call; . = no result given; & = joins results of further samples. Only part of the results is shown. The share of hits here may be higher or lower than overall.

SMILES	Runt-SMMHC FRET	EP2 modulator	RBBP9 inhibitor	Runt-CBFb FRET	EP2 antag	zVAD death inh	Hck Nef HTS	PERK inhibitor	TNF necrop inh
CCO[C@H]1OC(C(=O)NC2CC2)=C[C@@H](c2ccc(Br)cc2)[C@@H]1CCCO	0	-7	5	-1	9	0.1	7	0.6	-2.8
CCOCCCn1c(=NC(=O)c2cccs2)c(C#N)cc2c(=O)n3ccccc3nc21	81*	14	-11	86*	8	-0.4	22	0.2	-1.3
CC(C)(C)c1ccc(C(=O)N2CCC(=O)N(C(CO)Cc3ccccc3)CC2)cc1 (stereo not drawn)	15	-33	-8	-6	-1	0.6	-9	-0.4	4.2
O=C1CNC(=S)N1c1nc(-c2ccccc2)cs1	-4	-13	-3	-1	8	1.1	17	1.0	0.9
COc1ccc(CCNc2oc(COc3ccccc3)nc2C#N)cc1	-4	-12	-13	-5	.	5.5	-2	-0.4	1.2
CC(=O)c1cc2c(cc1NC(=O)CSc1nnc(C)s1)OCO2	-4	8	-4	-1	11	0.7	13	0.1	-2.2
CCC(C)NC(=O)c1cc(Sc2nnc(C)s2)nc2ccccc12 (stereo not drawn)	-3	-3	-6	-1	8	26	2	-0.8	3.4
Clc1ccc(/C=C\c2nccc3c2[nH]c2ccccc23)cc1	60	-31	-10	22	1	4.2	34	0.0	1.0
CCN(CC)S(=O)(=O)c1cc(NC(=O)CSc2nc3c(cc2C#N)C(=O)CC(C)(C)C3)ccc1C	9	21	-5	0	8	3.8	-20	0.3	-10
Cc1ccccc1C(=O)NNC(=O)CN1C(=O)c2ccccc2C1=O	0	3	-4	1	7	1.6	0	1.1	2.3
O=C(CCCOc1ccc(Cl)cc1Cl)N/N=C\C1CCCCC1	-10	21	-1	-4	5	0.6	1	1.6	7.8
NC(=O)c1ccccc1O	1	21&12	2	0	11&11	1.8	-5	2.6	0.0
COc1ccc(C(=O)Nc2ncc3c(n2)CC(c2ccco2)CC3=O)cc1 (stereo not drawn)	-1	23	3	9	14	0.3	0	-0.9	-1.4
O=C(O)c1cc(-c2c[nH]c3ccccc23)nc2cc3ccccc3cc12	-4	-75	4	3	13	1.0	14	0.4	-0.3
COc1cc(C(=O)OCC(=O)N2CCCC2)cc(OC)c1OC	-2	14	1	0	7	0.7	2	0.9	0.1
CCOc1cc(C2NC(=O)NC(C)=C2C(C)=O)cc(Cl)c1OCC(=O)O (stereo not drawn)	-2	-8	-4	1	23	-0.8	6	0.9	0.8
O=C(Cn1c(-c2ccccn2)nc2ccccc21)N/N=C/c1cccnc1	0	-25	-4	2	2	-0.2	0	-2.6	-1.3
Cc1cccc(N(C(=O)CNC(=O)c2ccco2)C(C(=O)NC2CCCC2)c2cccnc2)c1 (stereo not drawn)	-1	8	0	-2	4	0.1	2	-0.5	-4.0
C=CCOC(=O)C1=C(C)NC(=O)NC1c1cn(-c2ccccc2)nc1-c1cccs1 (stereo not drawn)	0	22	-3	-2	6	0.1	3	-0.4	-2.7
N#Cc1ccsc1NC(=O)CN1CCN(c2ccccc2O)CC1	-2	-2	-2	0	2	0.9	4	-0.5	2.6
Cc1ccc(S(=O)(=O)N2C(=O)CCC2C(=O)N2CCN(C)CC2)cc1 (stereo not drawn)	-4	-18	-3	0	7	-0.6	2	0.9	-1.3
COC(=O)C1CC(O)CN1C(=O)c1ccco1 (stereo not drawn)	0	13	-1	2	3	-0.3	2	2.6	-2.6
COc1ccc(NC(=O)NCCCN2CCN(c3ccccc3F)CC2)cc1	-5	-23	3	2	4	0.6	17	-1.0	1.7
Cc1nn(Cc2ccccc2Cl)c(Cl)c1C(=O)NCCc1ccccc1	2	-69	3	-2	9	0.2	1	0.8	2.5
Cc1onc(-c2ccccc2Cl)c1C(=O)NNC(=O)C1CCN(Cc2ccccc2)CC1	4	-7	-2	-3	4	-0.5	13	-0.6	-0.6
CC(=O)NS(=O)(=O)c1ccc(NC(=O)CC(C)c2ccccc2)cc1 (stereo not drawn)	4	-2	-6	1	8	2.0	14	1.1	-0.6
CCOC(=O)c1cc([N+](=O)[O-])c([N+](=O)[O-])cc1NC(C)=O	4	-52	8	5	33	-0.2	8	0.6	-32
Cc1cc(SCC(=O)c2cccs2)nc2c(C)cccc12	-2	44	-4	-2	.	-0.4	-1	0.2	-1.1
COc1cccc2c1OC1(C)CC2NC(=O)N1c1cccc(C(=O)Nc2ccc3c(c2)OCCO3)c1 (stereo not drawn)	-1	-1	-3	-1	7	-0.4	4	-1.0	-10
COc1ccc(C2=Nn3c(nnc3-c3ccccn3)SC2)cc1	-1	31	-12	-1	7	0.8	0	-0.8	-9.0
CCCCNC(=O)Nc1c(C(=O)OCC)[nH]c2ccccc12	-7	-27	-4	-3	16	-0.5	1	1.2	-2.6
Cc1cc2n(n1)SC(Nc1cc(Cl)ccc1Cl)N2 (stereo not drawn)	6	29	-8	6	3	-0.1	12	0.3	-1.2
COc1ccc(CCNC(=O)c2ccc(Cl)cc2Cl)cc1OC	2	-30	-6	0	3	0.4	22	1.0	-0.1
Cc1ccc(-c2nnn(CC(=O)N(Cc3cccs3)C(C(=O)NC3CCCC3)c3ccco3)n2)o1 (stereo not drawn)	0	17	-9	-4	16	-0.5	-1	-2.1	-3.5
O=C(NNS(=O)(=O)c1ccccc1)C1CCN(S(=O)(=O)c2ccccc2)CC1	-7	9	-9	-2	8	0.3	1	1.6	-0.2
CCOc1cc(N2CCOCC2)c(OCC)cc1NC(=O)C(NC(=O)c1ccco1)C(C)C (stereo not drawn)	0	35	-3	-2	10	-0.3	1	-0.6	-0.8
COCc1cc(=O)n2[nH]c(N)nc2n1	1	23	-6	1	2	0.6	23	1.9	1.6
Cc1ccc(-c2nnc(SCC#CCOC(=O)c3ccco3)o2)cc1	-2	41	-7	0	10	0.7	-2	0.6	-2.8
O=C1/C(=C/c2ccccc2)Nc2ccccc21	-6	-32	3	3	.	3.3	-1	2.6	-11
OCCNCCOc1ccccc1F	1	14	-4	0	4	-0.3	0	0.6	-3.1
O=c1c(O)cccc2cc(O)c(O)c(O)c12	-4	-3&-2	1	24	7&10	-1.0	65*	0.4	-6.4
O=C(COC(=O)CCSc1ccc(Cl)cc1)NCc1ccccc1Cl	-2	22	-6	-4	13	0.1	-2	1.0	0.6
Cc1ccc(CNC(=O)c2ccccc2-n2cnnn2)cc1	0	-11	-1	0	13	1.3	10	1.6	2.0
Cc1cccc(NC(=O)C(CC(C)C)NC(=O)C2CCC(C)CC2)n1 (stereo not drawn)	2	36	-1	-1	7	3.0	9	-0.2	-1.1
COC(=O)C1=C(C)N(C)C(=O)NC1c1ccccc1 (stereo not drawn)	1	7	7	0	6	-0.6	-1	-1.3	-0.7
COc1ccccc1/C=C/C=N/NC(=O)Cc1cccn1C	-3	-40	-6	-2	10	1.8	7	0.2	1.5
Cc1cc(C)c2ccc(=S)[nH]c2n1	14	-6&10	-5	14	8&6	1.3	21	0.6	1.3
CCCNc1nc(=S)n(-c2ccccc2)c(C)c1C(C)=O	1	21	-10	0	4	-0.4	-1	2.6	-0.8
CN1CCN(CCOc2ccc(Cl)c(Cl)c2)CC1	1	-10	-8	-1	9	0.8	-3	0.6	3.3
COc1cc(CN2CCN(C(=O)CC(C)C)CC2)cc(OC)c1O	0	7	-3	2	7	0.0	-12	-0.2	0.9
Cc1ccc(Nc2cccccc2=O)cc1	10	13	4	12	.	-0.3	1	2.2	-4.6
COc1cccc(C2=NO[C@@H]3C(=O)N(c4ccc5c(c4)OCCO5)C(=O)[C@H]23)c1OC	-6	-8	-2	1	2	1.3	0	0.4	0.2
COC(=O)c1[nH]c2cccc(C)c2c1NC(=O)CN1CCCc2ccccc21	0	-14	-8	-1	17	0.0	2	-1.2	-1.7
COc1ccc(OCC(=O)OC(C)CN2CCOCC2)cc1 (stereo not drawn)	1	4	-9	0	14	-0.4	6	0.3	-1.0
O=C(NNc1cccc(Cl)n1)C(F)(F)F	2	1	5	3	3	0.2	-15	0.5	0.3
CCCS(=O)(=O)Nc1c(OC)ccc2c1c(C(=O)OCC)c(C)n2C	-2	8	3	2	9	0.0	1	-0.8	2.1
CCCOc1ccc(Cc2c(Cl)nc(SC)nc2OC)cc1	-3	10	8	-1	2	-0.3	5	0.8	2.1
O=S(=O)(NC1=NCCCCC1)c1ccc(Cl)cc1	0	0	-3	-1	2	1.5	-4	1.1	0.1
Cc1cccc(NC(=O)COC(=O)c2cc3ccccc3oc2=O)c1	-4	-8	-8	-2	8	0.9	-15	1.8	0.2
Cc1ccc(Cl)cc1N1CCN(C(=O)c2cn(C)c(=O)c3c2c2ccccc2n3C)CC1	-5	10	-1	-5	3	1.6	1	-0.5	-8.4
(more compounds)
SMILES	Runt-SMMHC FRET	EP2 modulator	RBBP9 inhibitor	Runt-CBFb FRET	EP2 antag	zVAD death inh	Hck Nef HTS	PERK inhibitor	TNF necrop inh
Cc1ccc2ccc(C)[n+](CCCS(=O)(=O)[O-])c2c1	8	36	-3	1	6	4.8	20	2.1	0.3
O=C1OCCC1Sc1nc2ccccc2s1 (stereo not drawn)	0	14	-8	-1	13	-0.3	6	-0.2	-0.7
Cc1ccc(Cl)cc1N1CCN(C(=O)C2CCCN(S(=O)(=O)c3cnc[nH]3)C2)CC1 (stereo not drawn)	-2	3	-7	-4	9	3.3	-2	-1.2	-1.4
Cc1cccn2c(CN(C)C3CCOC3)c(C(=O)N3CCCCC3)nc12 (stereo not drawn)	-2	20	-4	0	5	0.1	18	-0.4	-1.1
O=C(CN(C(=O)CNC(=O)c1cccs1)c1ccc2c(c1)OCCO2)NC1CCCC1	1	4	-7	0	18	-0.4	2	0.7	-2.8
COc1cccc(C(=O)NC(c2ccccc2)C2CCCC2)c1 (stereo not drawn)	1	3	-4	0	11	2.4	6	-0.4	1.6
COCCNC(=O)CSc1nc2cc3c(cc2c(=O)n1CCCC(=O)NCc1ccc(OC)cc1)OCO3	-2	10	-8	.	8	-0.3	7	-0.9	1.7
c1ccc(Nc2nc(N3CCOCC3)nc(N3CCOCC3)n2)cc1	-3	28	3	1	4	52	3	-0.8	-2.7

Sorted by count of non-hydrogen atoms (highest first): some entries from above
SMILES	Runt-SMMHC FRET	EP2 modulator	RBBP9 inhibitor	Runt-CBFb FRET	EP2 antag	zVAD death inh	Hck Nef HTS	PERK inhibitor	TNF necrop inh
Cc1ccc(Cl)cc1N1CCN(C(=O)C2CCCN(S(=O)(=O)c3cnc[nH]3)C2)CC1 (stereo not drawn)	-2	3	-7	-4	9	3.3	-2	-1.2	-1.4
Cc1cccn2c(CN(C)C3CCOC3)c(C(=O)N3CCCCC3)nc12 (stereo not drawn)	-2	20	-4	0	5	0.1	18	-0.4	-1.1
O=C1OCCC1Sc1nc2ccccc2s1 (stereo not drawn)	0	14	-8	-1	13	-0.3	6	-0.2	-0.7

Source: PubChem BioAssay (several laboratories)
